Screens from PubChem BioAssay.
KB-V1 cytotox = qHTS assay for MDR1-selective chemotherapeutics: Primary screen using the drug-selected MDR subline cells KB-V1; KB-V1 MDR cells viability, CellTiter-Glo, 72 h; Potency, µM (highest dose often 46.1 µM), without a hit: at the highest dose activity change, negative = cytotoxicity, actives largely listed as cytotoxic; actives 3.4% (n = 400,000); note: potency is the fitted concentration of half-maximal effect; % is set by controls: 0 for no effect and ±100 for the full control effect; nearly all actives have a fitted effect of over 60% in size
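In this primary screen, KB-V1 cells overexpressing P-gp are incubated with library compounds (lowest to highest concentration) for 72 h at 37 degrees C before a luminescent ATP viability read.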
GLP1R cytotox = qHTS of GLP-1 Receptor Inverse Agonists: Cytotox Screen; Potency, µM (series often up to 38.3 µM), for the others: top-dose activity change, negative = inhibition, usual class: inhibitors; HEK293 cAMP-luciferase reporter cells, luminescence, 24 h; AID 624418, 2012; actives 0.13% (n = 410,000);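 note: loss of luciferase light is scored as toxicity; potency is the fitted concentration of half-maximal effect; % is set by controls: 0 for no effect and ±100 for the full control effect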
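Step one: seed cells (200 cells/uL, DMEM with 10% Nu serum, 1% pen-strep). Step two: 12-hour incubation at 37 deg C. Step three: pin 23 nL compound, incubate 24 hr. Step four: add luciferase reagent, read luminescence 12 min later.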
IL-1B inflam inh = qHTS for Inhibitors of Inflammasome Signaling: IL-1-beta AlphaLISA Primary Screen. THP-1 LPS/ATP IL-1B secretion, AlphaLISA, 16 h; stronger effect = lower value. activity change, % at 57.5 µM. actives 4.7% (n = 360,000); in the data active = activity change below about -50%; inconclusive = mostly about -30% to -49%; note: % is set by controls: 0 for no effect and ±100 for the full control effect
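Secreted IL-1B measured by AlphaLISA bead assay after 16 h compound exposure of THP-1 cells; compounds (final up to 57.5 uM) added 1 h before LPS (250 ng/mL) and ATP (1.25 mM) stimulation; lower signal means less secretion.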
D3 ag = qHTS of D3 Dopamine Receptor Agonist: qHTS; D(3) dopamine receptor (Homo sapiens), P35462; D3R DiscoveRx beta-arrestin cells, luminescence, 90 min; max activation, %; actives 0.58% (n = 410,000); in the data active = max activation above about 30%; note: 0% is about no effect; mostly tested at two doses, the higher about 12 µM
Target sequence (P35462 whole entry, looked up): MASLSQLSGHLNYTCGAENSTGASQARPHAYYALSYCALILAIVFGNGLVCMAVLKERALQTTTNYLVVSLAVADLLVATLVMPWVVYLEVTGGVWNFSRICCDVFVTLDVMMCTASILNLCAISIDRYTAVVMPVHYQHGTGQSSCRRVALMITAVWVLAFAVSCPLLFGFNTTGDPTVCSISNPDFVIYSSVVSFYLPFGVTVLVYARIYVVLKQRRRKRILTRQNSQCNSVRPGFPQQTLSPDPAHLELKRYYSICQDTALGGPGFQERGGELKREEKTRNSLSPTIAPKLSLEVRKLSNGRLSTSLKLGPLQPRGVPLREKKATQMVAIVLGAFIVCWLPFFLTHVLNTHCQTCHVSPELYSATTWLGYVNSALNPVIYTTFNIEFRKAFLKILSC
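Agonist mode: compounds and dopamine controls were applied to plated cells for 90 min at 37 degrees C after an overnight attachment at 1500 cells/well. Luminescent read-out followed 30 - 60 minutes at room temperature with DiscoveRx detection reagent.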
HT1080NT lethal = qHTS for induction of synthetic lethality in tumor cells producing 2HG: qHTS for the HT-1080-NT fibrosarcoma cell line; actives 1.6% (n = 360,000); HT-1080-NT fibrosarcoma viability, CellTiter-Glo ATP luminescence, 48 h; Potency, µM (titrated, usually from 46.1 µM), inactives show at the top dose activity, negative = less viability, usual class: cytotoxic;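 note: NT is the 2HG producing partner of a matched IDH1 knockdown line; potency is the fitted concentration of half-maximal effect; 0% = DMSO-treated cells and -100% = media-only wells without cells; nearly all actives have a fitted effect of over 55% in size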
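Toxicity toward the 2HG-producing NT line was scored as %Activity, normalised to DMSO and no-cell wells, from CellTiter-Glo luminescence after 48 hours' treatment.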
SW480 rerep = A quantitative high throughput screen for small molecules that induce DNA re-replication in SW480 colon adenocarcinoma cells; SW480 DNA re-replication, Hoechst DNA content imaging, 48 h; Potency, µM (highest dose often 46.1 µM), inactives show top-dose re-replication activation, hits mostly activators; AID 624297, 2012; actives 1.8% (n = 340,000); note: potency is the fitted concentration of half-maximal effect; % of control where 0% means no effect; nearly all actives have a fitted effect of over 55% in size
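DNA re-replication was detected as more nuclei of elevated Hoechst intensity after 48 hr exposure to compound (23 nL pinned per well of 250 cells).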
KB-3-1 cytotox = qHTS assay for MDR1-selective chemotherapeutics: Primary screen using the parental adenocarcinoma cell KB-3-1; Potency, µM (series often up to 46.1 µM), inactives show top-dose activity change, negative = cytotoxic, actives largely listed as cytotoxic; KB-3-1 viability, CellTiter-Glo ATP luminescence, 72 h; AID 1347075, 2019; actives 1.4% (n = 400,000); note: potency is the fitted concentration of half-maximal effect; % is set by controls: 0 for no effect and ±100 for the full control effect; nearly all actives have a fitted effect of over 60% in size
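Cytotoxicity measured as CellTiter-Glo luminescence after 72 h at 37 C. Compound titrations were pinned onto drug-naive KB-3-1 parental adenocarcinoma cells grown in DMEM with 10% FBS, and normalized data fitted to concentration-response curves.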
HT1080 IDH1KD tx = qHTS for induction of synthetic lethality in tumor cells producing 2HG: qHTS for the HT-1080-IDH1KD cell line; Potency, µM (top dose mostly 46.1 µM), for the others: top-dose activity, negative = toxicity, most hits filed as cytotoxic; HT-1080 IDH1 knockdown viability, ATP luminescence, 48 h; actives 2% (n = 360,000);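 note: potency is the fitted concentration of half-maximal effect; 0% = DMSO wells and -100% = cell-free medium wells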
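Viability of IDH1-knockdown HT-1080 fibrosarcoma cells was assessed by CellTiter-Glo after 48 h at 37 °C with titrated compound; concentration-effect curves were classified by fit quality and response size.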
MCF10A rerep = A quantitative high throughput screen for small molecules that induce DNA re-replication in MCF 10a normal breast cells; MCF 10A DNA re-replication, Hoechst nuclear intensity, 48 h; Potency, µM (doses to about 46.1 µM), inactives show top-dose activity, positive = re-replication, hits mostly activators; actives 2.9% (n = 350,000); AID 624296, 2012; note: potency is the fitted concentration of half-maximal effect; % of control where 0% means no effect; nearly all actives have a fitted effect of over 50% in size
Numbers without * were called inactive; ? = inconclusive; . = not tested or not shown; [ ] = another dose, or the depositor's remark. Unless noted, calls come from the whole dose curve; as a rule, active = well fitted curve in the direction sought with a large enough effect; inconclusive = small, poorly fitted or top-dose-only effect, or another doubt; inactive = no such curve, though single readings can be large; an effect the other way counts as inactive or inconclusive.

SMILES	KB-V1 cytotox	GLP1R cytotox	IL-1B inflam inh	D3 ag	HT1080NT lethal	SW480 rerep	KB-3-1 cytotox	HT1080 IDH1KD tx	MCF10A rerep
C#CCOCCOCCOCCNc1nc(N2CCN(C(=O)C([C@@H](C)O)n3cc([C@@H](N)CCCCN)nn3)CC2)nc(N2CCN(C(=O)[C@H](CCCCN)n3cc([C@@H](N)[C@H](C)CC)nn3)CC2)n1 (some centres not stated)	-5%	-4%	-3	22	-2%	-7%	-15%	1%	?
CCOc1ccc(Nc2nc(N(C)c3ccccc3)nc(N)c2[N+](=O)[O-])cc1	-7%	13%	16	1	-1%	0%	-2%	3%	0%
COCCCN(Cc1cc(OC)c(OC)c(OC)c1)C(=S)Nc1cccc(SC)c1	?	4%	6	4	-12%	.	0%	-20%	.
Cc1ccc(N(C(=O)Cc2c[nH]c3ccccc23)C(C(=O)NC2CCCCC2)c2ccco2)cc1 (configuration not stated)	16µM*	?	-22	1	?	?	?	?	?
CC(=O)NC(Cc1ccc(F)cc1)C(=O)NC1CCN(c2ncccc2[N+](=O)[O-])CC1 (configuration not stated)	0%	-22%	11	2	10%	-33%[inhibitor]	4%	1%	0.82µM*
CCOC(=O)Cn1c(=O)oc2cc(S(=O)(=O)NC3CCCc4ccccc43)ccc21 (configuration not stated)	?	2%	26	-1	-7%	-12%	20%	-9%	1%
O=C(C(Cc1ccccc1)NS(=O)(=O)c1cccc2cccnc12)N1CCc2ccccc21 (configuration not stated)	-24%	-2%	7	7	6%	9%	-4%	10%	-15%
Cc1c(C(=O)/C=C/c2ccccc2F)c2cc(O)ccc2n1C	-4%	7%	-11	1	4%	.	-7%	4%	.
O=S(=O)(c1ccccc1)N1CCN(C2CCCCCCC2)CC1	-4%	9%	4	-1	14%	2%	-2%	16%	?
COC(=O)[C@]1(CC(C)C)N[C@H](c2ccc(-c3ccc(F)cc3)cc2)[C@@H]2C(=O)N(C)C(=O)[C@@H]21	?	-4%	-23	-5	1%	3%[9.22 µM]	?	-1%	3%
Cc1ccc(CCNC(=O)c2cc3ccccn3n2)cc1	0%	-3%	.	3	.	.	7%	.	.
Cn1ccs/c1=N\C(=O)Nc1ccccc1	?	-12%	6	0	-2%	3%	-19%	-6%	4%
O=C(N/N=C/c1ccc(O)cc1)c1[nH]c2ccc(Br)cc2c1-c1ccccc1	-2%	-28%	122	0	4.6µM*	7.3µM*	7.3µM*	4.1µM*	?
Cc1ccc(-c2c(C(=O)N/N=C/c3sccc3C)nnn2-c2nonc2N)cc1	0%	-3%	?	-6	0%	-9%	0%	6%	2%
Cc1ccc(/C=C/C(=O)N2CCN(S(=O)(=O)c3cccs3)CC2)o1	-12%	-15%	37	3	6%	20%	12%	16%	-1%

No new results follow: entries from further up.
SMILES	KB-V1 cytotox	GLP1R cytotox	IL-1B inflam inh	D3 ag	HT1080NT lethal	SW480 rerep	KB-3-1 cytotox	HT1080 IDH1KD tx	MCF10A rerep
Cc1ccc(N(C(=O)Cc2c[nH]c3ccccc23)C(C(=O)NC2CCCCC2)c2ccco2)cc1 (configuration not stated)	16µM*	?	-22	1	?	?	?	?	?
CC(=O)NC(Cc1ccc(F)cc1)C(=O)NC1CCN(c2ncccc2[N+](=O)[O-])CC1 (configuration not stated)	0%	-22%	11	2	10%	-33%[inhibitor]	4%	1%	0.82µM*
CCOC(=O)Cn1c(=O)oc2cc(S(=O)(=O)NC3CCCc4ccccc43)ccc21 (configuration not stated)	?	2%	26	-1	-7%	-12%	20%	-9%	1%

Next part:
SMILES	KB-V1 cytotox	GLP1R cytotox	IL-1B inflam inh	D3 ag	HT1080NT lethal	SW480 rerep	KB-3-1 cytotox	HT1080 IDH1KD tx	MCF10A rerep
COc1ccc(CNc2cc(C)ccc2C)c(OC)c1OC	15µM*	1%	-5	-2	13%	-3%	-5%	-7%	0%
CCN(CC)CCCNC(=O)c1c(C)oc2ncn(CC(C)C)c(=O)c12	15%	5%	.	-6	.	.	1%	.	.
CN1CC(=O)N(C)c2nc(Br)n(C)c2C1=O	4%	3%	28	8	1%	-2%	11%	11%[9.24 µM]	-2%
COc1ccc(OC)c(S(=O)(=O)NCCC(C)C)c1	0%	1%	27	1	-2%	-21%	-11%	10%	-17%
CCC(C(=O)NCCc1ccc(OC)c(OC)c1OC)n1nc(C)c2sc3ccccc3c2c1=O (configuration not stated)	-7%	5%	.	-16	.	.	0%	.	.
c1cc2c3c(cccc3c1)NC1(CCCCC1)N2	-14%	?	-5	-10	-9%	3%	-1%	7%	-3%
COc1ccc(CCNS(=O)(=O)c2c(C)[nH]c(C)c2C(=O)N2CCCCC2)cc1OC	?	-14%	-8	1	-3%	26%	-1%	1%	1%
O=C(N/N=C/c1cccc2ccccc12)C(=O)N1CCCC1	7%	-10%	0	-6	14%	-13%	0%	12%	-11%
CCc1cc(OCCOCCN(C)C)ccc1Cl	3%	-2%	-5	-22	-7%	1%	2%	-7%	?
CCc1ccc(C(=O)NNc2ccc(Cl)cc2)cc1	1%	?	-23	6	?	?	?	6.5µM*	18%
c1ccc(C2=Nc3c(ccc4ccccc34)C(c3ccncc3)=NN2)cc1	?	10%	-2	-2	?	?	?	21µM*	22%
O=C(NCC1CCCO1)c1ccc(Cn2c(=S)[nH]c3ccccc3c2=O)cc1 (configuration not stated)	?	-1%[0.307 µM]	12	-4	14%	4%	2%	7%	1%
Cc1ccccc1OCC(=O)NCCC(=O)O	3%	7%	17	2	-5%	-1%	-2%	15%	-6%
CCN(CC)S(=O)(=O)c1ccc2c(c1)nc(CN(C)C(=O)Nc1cccc(Cl)c1)n2C	0%	-7%	.	-18	.	.	0%	.	.
CCOc1ncccc1C(=O)Nc1ccc(S(=O)(=O)Nc2nc(C)cc(C)n2)cc1	21µM*	-3%	3	-7	3%	-8%	2%	2%	4%
COc1ccc(C(=O)COC(=O)c2cc([N+](=O)[O-])ccc2N2CCOCC2)c(OC)c1	?	?	-15	2	0%	1%	14%	-9%	14%
O=C1c2ccccc2[C@@H]2C[C@H]3O[C@H]3CCN12	?	-3%	42	0	10%	-6%	7%	13%	-3%
O=C(COC(=O)/C=C/c1cccc(Br)c1)NCCc1ccccc1	8%	-2%	1	-4	-4%	-3%	7%	4%	1%
O=C(O)C1CCCCC1C(=O)Nc1ccc(S(=O)(=O)N2CCCC2)cc1 (configuration not stated)	1%	4%	-2	4	21%	-10%	-15%	18%	-1%
Cc1cccc(Nc2nnc(SC3CCOC3=O)s2)c1C (configuration not stated)	18%	-13%	8	-5	2%	-2%	2%	-1%	9%
COCOCCn1cc(CN2CCS(=O)(=O)N(Cc3ccc(-c4ccc(OC)nc4)cc3)C(C)C2=O)nn1 (configuration not stated)	0%	1%	-2	-4	-2%	.	-22%	-3%	.
O=C(NN1C(=O)NC2(CCCCC2)C1=O)c1cc2ccccc2o1	5%	0%	5	0	5%	-4%	1%	-3%	6%
COc1ccc(CCCc2n[nH]c(=S)o2)c(C)c1	-2%	0%	20	0	-1%	-46%[inhibitor]	0%	13%	0%
COc1ccc(Nc2cc(=O)n(C3CCCCC3)c(=O)[nH]2)c(OC)c1	-15%	-19%	-19	0	-1%	0%	-22%	3%	-4%
CCOc1ccc(N(CC(=O)NC2CCCCC2)C(=O)CCCC(=O)Nc2ccccn2)cc1	?	11%	21	-9	-2%	20%	-6%	-11%	?
CC1(C)CC(=O)C2=C(C1)Nc1cc(C(=O)c3ccccc3)ccc1NC2c1ccccn1 (configuration not stated)	21µM*	-1%	-4	3	5%	6%	5%	0%	11%
COc1ccc(NC(=O)C(C)N2C(=O)C3CC=C(Cl)CC3C2=O)cc1 (configuration not stated)	8%	17%	12	-11	-3%	-2%	-2%	-7%	-2%
CCCCCC(=O)Nc1cc(S(=O)(=O)N2CCOCC2)ccc1N1CCCC1	-14%	14%	-3	8	10%	-7%	1%	1%	0%
c1ccc(Cc2nc3ccccc3[nH]2)cc1	2%	11%	-2	-9	1%	-98%[inhibitor]	0%	0%	-2%
Nc1nnnn1/N=C/c1cccc(OCc2ccccc2Cl)c1	?	-1%	25	-1	-29%	22%	-1%	-27%	?
O=S(=O)(Nc1ccc2ccccc2c1)c1ccccc1	-3%	-6%	-6	-12	-1%	18%	-12%	-14%	12%
O=C(Nc1cccc(C(F)(F)F)c1)NC1CCCCC1	?	-27%	-3	-5	?	5%	0%	?	5%
OCC[C@H]1C[C@@H](O)[C@H](O)[C@@]2(Cc3ccccc3CCO2)O1	?	-12%	14	0	16%	-5%	20%	21%	1%
CC(C)OC(=O)CSc1nnc(-c2ccccn2)n1C	27%	3%	-26	-4	11%	-16%	23%	-3%	-182%[0.0737 µM]
CC(C)(C)N=C1NN=C(c2cc3ccccc3o2)CS1	?	?	-20	1	-11%	12µM*	-5%	5%	?
CC(=O)NC(NC(=S)Nc1cccc(Br)c1)C(Cl)(Cl)Cl (configuration not stated)	2%	-10%	-60*	-10	-24%	3%	-13%	?	-9%
N#Cc1ccc(-c2nc3ccc(Cl)cn3c2Cc2ccsc2)cc1	1%	5%	-26	-11	-7%	.	0%	1%	.
CC(=O)c1nn(-c2ccccc2)cc1C(=O)c1ccc(C)cc1	-19%	-3%	0	8	-2%	-65%[inhibitor]	1%	-1%	?
O=S(=O)(c1cccc2cccnc12)N1CCN(Cc2ccc3c(c2)OCO3)CC1	0%	-17%	-1	-12	-7%	0%	0%	2%	-2%
CC(C)C(=O)NNS(=O)(=O)c1ccccc1[N+](=O)[O-]	?	28%	6	0	15%	-2%	5%	4%	-9%
